Peg3 promoter: reduces Peg3 promoter-driven luciferase expression in HeLa; inhibition, % at 20 µM; 1.7% of 360,000 active; HeLa PEG-Prom luciferase reporter, luminescence, overnight;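 active = inhibition of at least 50% at 20 µM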
NR2E3 ag-1: activates human NR2E3 receptor; Q9Y5X4; CHO-S Gal4-NCOR/VP16-NR2E3 two-hybrid, luciferase; inhibition of corepressor binding, % at 3.98 µM; 0.35% of 360,000 active; AID 602229;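 active = inhibition above the mean of all tested compounds plus 3 SD, cut at about 70% in these data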;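 note: 0% = DMSO with NR2E3 transfected cells and 100% = cells lacking NR2E3 construct; higher means lower luciferase signal from less NR2E3 corepressor binding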
Target sequence (Q9Y5X4 whole entry, looked up, the tested form may be a part): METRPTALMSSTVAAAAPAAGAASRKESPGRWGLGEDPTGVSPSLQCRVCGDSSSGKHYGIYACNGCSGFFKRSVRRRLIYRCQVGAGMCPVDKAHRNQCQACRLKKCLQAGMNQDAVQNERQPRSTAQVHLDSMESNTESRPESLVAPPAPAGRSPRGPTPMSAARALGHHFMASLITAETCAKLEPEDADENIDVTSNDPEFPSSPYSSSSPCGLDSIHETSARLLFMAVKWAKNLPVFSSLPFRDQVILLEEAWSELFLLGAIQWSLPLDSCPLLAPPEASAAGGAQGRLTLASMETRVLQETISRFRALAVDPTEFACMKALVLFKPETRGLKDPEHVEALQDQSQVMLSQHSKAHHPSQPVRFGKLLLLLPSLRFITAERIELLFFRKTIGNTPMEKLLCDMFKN
C8 TRAIL sens: sensitizes caspase-8 expressing cells to TRAIL; NB7+C8 cells + TRAIL, ATPlite viability luminescence; inhibition (viability loss, TRAIL sensitization), % at 10 µM; 1% of 360,000 active; AID 624354;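 active = compounds causing at least 50% loss of cell viability in the single-dose screen, relative to plate controls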
hiPSC survival: hiPSC single-cell survival enhancement; 0.044% of 360,000 active; survival enhancement, % at 20 µM; ATPlite luminescence; 100% = ROCK inhibitor wells, 0% = DMSO; in the data active = survival enhancement above about 18%;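 note: cells exposed to compounds for 16 hours before the ATP read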
LMP1 NFkB inh: reduces LMP1-driven NF-kappaB luciferase signal; LMP1-induced NF-kappaB luciferase reporter cells, luminescence; inhibition, % at 12.5 µM; 0.69% of 350,000 active; AID 504558; in the data active = inhibition above about 41%;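 note: 0% = neutral control wells and 100% = reference inhibitor control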
Shn3 3UTR inh: inhibitors of Schnurri-3 3'UTR reporter in osteoblasts | inhibition, % at 12.5 µM | Clone20 osteoblast Shn3 3'UTR firefly luciferase, 24 h | AID 588674 | 0.52% of 360,000 active;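 active = mean inhibition of at least 75% with every replicate also reaching 75%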;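 note: 0% = median of neutral control wells and 100% = pilot-screen positive control compound; some compounds past the cut are filed as inactive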
TRPM1 prom inh: inhibitors of MITF-driven TRPM1 promoter in melanoma cells. 0.83% of 330,000 active. SK-MEL-5 TRPM1 promoter luciferase, 24 h. inhibition, % at 12.5 µM. AID 488899;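 active = mean inhibition across replicates of 60% or more, whatever share of single replicates reaches that level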; note: values of inactives mirror those of a sister screen read the other way
HIF-2a block: HIF-2a inhibition | 0.72% of 360,000 active | inhibition, % at 18.8 µM | AID 624352 | 786-0 RCC cells HIF-2a reporter, luciferase luminescence, overnight;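 active = inhibition of the luminescence signal of 40% or more relative to plate controls, in a single-dose primary screen at 18.75 µM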
NR2E3 ag-2: agonists of human nuclear receptor NR2E3; Q9Y5X4; GST-NR2E3/biotin-RetCOR TR-FRET, 1536-well; inhibition of corepressor binding, % at 4.78 µM; 0.12% of 320,000 active; AID 2300;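 active = percent inhibition above the cutoff of mean plus 3 SD of all tested compounds, set per screening campaign, cut at about 20% in these data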;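 note: 0% = DMSO wells and 100% = biotin wells as full block of FRET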
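System: GST-tagged NR2E3 plus biotinylated RetCOR corepressor; Amount: 1.35 nM GST-tagged NR2E3 final; Dosing: single nominal compound dose of 4.8 µM; Schedule: 5 h incubation at 4 °C; Technique: TR-FRET with europium anti-GST and streptavidin-D2, 340 nm excitation; Controls: biotin wells as high control, 0.6% DMSO wells as low control.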
KKLEB tox: counter-screen for CF NF-kB inhibitors: cytotoxicity; KKLEB CF airway cells viability, ATPlite luminescence, overnight; stronger effect = lower value; cells stimulated with P. aeruginosa culture filtrate; activity change (cytotoxicity), % at 5 µM; 0.36% of 360,000 active;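 active = corrected activity change at or below -50% at 5 µM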
CF NFkB inh: blocks PAF-induced NF-kB reporter in cystic fibrosis cells | AID 588850 | 0.86% of 360,000 active | KKLEB NF-kB-GFP reporter, GFP fluorescence overnight | inhibition, % at 5 µM;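 active = at least 50% inhibition at 5 µM, scaled per plate between neutral and stimulator controls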;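 note: PAF is a Pseudomonas aeruginosa culture filtrate used as stimulus; plate controls were PAF-stimulated DMSO wells for no effect and unstimulated DMSO wells for full effect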
Active calls of the source: *; nt = no result given. These rows are one share of the data; the hit share may differ from the screen's.

SMILES	Peg3 promoter	NR2E3 ag-1	C8 TRAIL sens	hiPSC survival	LMP1 NFkB inh	Shn3 3UTR inh	TRPM1 prom inh	HIF-2a block	NR2E3 ag-2	KKLEB tox	CF NFkB inh
CCOC(=O)c1ccccc1NC(=O)COC(=O)C(Cc1c[nH]c2ccccc12)NC(C)=O (configuration not stated)	-3	-11	8	0.7	4	-24	5	10	nt	-9	5
O=C(NC(=S)Nc1ccc2oc(=O)ccc2c1)c1cccc(F)c1	-26	-35	-3	-0.4	2	-21	-8	-24	2	-3	-3
CCCCCC(=O)Nc1cccc(C2=NOC3(C2)C[C@H](C(N)=O)N(C(=O)[C@H]2CCC(=O)N2)C3)c1 (some centres not stated)	-1	-27	5	-1.1	-4	-16	6	7	5	-11	12
NNc1nc2c(F)cc(F)cc2s1	-34	-94	-3	-1.6	3	-19	-9	-35	-10	4	-15
O=C(Cn1cnc2c(nnn2Cc2ccc(F)cc2)c1=O)Nc1ccccc1	-11	20	14	4.5	-2	-42	6	18	2	6	-6
Fc1ccc2[nH]c3c(NCc4ccccc4)ncnc3c2c1	21	90*	20	0.1	32	84	3	26	-2	-6	-4
COc1cccc(CNC(=O)CCC2CCCN(C(=O)c3ccccc3N(C)C)C2)c1 (configuration not stated)	18	-46	-4	0.0	0	9	13	6	4	2	23
COc1cc(C(=O)NNC(=O)c2ccccc2OCc2c(C)noc2C)cc(OC)c1OC	8	18	-17	-0.1	3	15	10	1	1	16	-2
O=S1(=O)[C@H]2C[C@@H]3CC[C@]2(CN1Cc1cccc(F)c1)O3	1	-18	5	6.4	4	16	-2	7	0	6	6
Cc1nn(C)c(C)c1CN(C)C(=O)c1cc2n(n1)C(C(F)(F)F)CC(c1cccs1)N2 (configuration not stated)	22	5	0	0.8	18	68	18	18	-3	0	0
Cc1ccc(NC(=O)COC(=O)c2ccccc2-c2nc3ccccc3s2)c(C)c1	5	-7	-3	-2.5	-9	8	11	13	-1	-4	4
COc1ccccc1N1CCN(S(=O)(=O)c2ccc3c(c2)oc(=O)n3C)CC1	3	-18	-14	0.3	-1	28	-3	-1	3	13	0
COc1ccc(OC)c(N(CC(=O)N2CCC(C)CC2)S(=O)(=O)c2ccc(OC)c(OC)c2)c1	9	-16	-10	-1.5	2	4	-2	11	1	12	-2
Cc1cccc2nc(-c3ccccc3)nc(N[C@@H](CO)c3ccccc3)c12	8	-19	13	-1.1	8	-16	5	16	0	0	0
CN1CCN(C(=O)C2=C[C@H](c3ccc(C(F)(F)F)cc3)C[C@H](OCc3ccc(CO)cc3)O2)CC1	1	10	-7	-1.8	0	-10	-3	3	3	0	4
O=C(NNC(=O)c1sc2cccc(Cl)c2c1Cl)NC1CCCCC1	-38	-7	0	3.2	1	2	-11	-47	3	3	-2
CC(C)c1ccc(OCC(=O)Nc2cccc(C(=O)Nc3ccccc3C(=O)O)c2)cc1	-11	-7	-7	0.3	8	5	-1	-63	2	-1	-5
CCOC(=O)c1c(C)n(C)c2ccc(OCC(O)CNC(CC)CO)cc12 (configuration not stated)	2	-35	4	-4.0	3	1	5	4	3	-4	3
CC1(Cc2ccccc2C#N)C(=O)Nc2cc(-c3ccccc3Cl)ccc21 (configuration not stated)	7	-1	-5	0.1	nt	-6	nt	3	nt	-3	-21
Cn1c(=O)c2c(nc(NC(Cc3ccccc3)C(=O)O)n2Cc2ccccc2)n(C)c1=O (configuration not stated)	-4	-28	11	-1.5	0	39	-10	3	-1	9	-4
Cc1ccc(SCC(=O)NC(=O)c2ccccc2Br)c(C)c1	0	7	-5	4.8	-6	14	3	10	nt	-6	19
CC(C)(C)C(=O)NCCCc1ccccc1	10	4	-9	8.8	2	-14	-3	5	1	17	-8
COc1cc(-c2nnc(SCC(=O)N3CCCC3)o2)cc(OC)c1OC	5	-13	-15	-0.4	1	4	6	11	1	5	-6
COc1ccc2[nH]c3c(=O)n(N)c(C)nc3c2c1	3	-23	-8	1.6	-13	9	6	1	-1	-23	7
CCOC(=O)c1sc(NC(=O)C(C)(C)C)cc1C	-309	-86	16	-2.3	-21	-29	nt	-304	1	3	-2
CSc1nnc(-c2ccc(S(=O)(=O)N3CCOCC3)cc2)n1CC1CCCO1 (configuration not stated)	-83	12	3	-0.9	-1	-32	0	17	-3	-3	-1
CN(C)C(/C=C/Nc1cccc(Br)c1)=C(C#N)C#N	3	-23	5	-0.6	-6	0	0	7	2	10	2
Cc1ccc(-c2cc3nc4c(c(=O)n3[nH]2)CCCC4)cc1	-86	-99	60*	-1.1	11	-21	-21	-197	4	2	-12
O=C(c1cnc(Cc2c[nH]c3ccccc23)c(I)c1)N1CCCCC1	-97	-78	38	5.0	nt	-18	nt	-159	nt	-8	5
O=C(Nc1nnc(-c2ccco2)o1)c1ccc(S(=O)(=O)N2CCCCC2)cc1	7	30	15	-1.8	5	-1	nt	15	nt	-1	3
Cn1c(SCC(=O)N2CCCC2=O)nc2ccccc21	10	-3	1	-0.8	-6	-5	3	11	1	11	-6
CCNc1ccc(C(=O)OCC(=O)NC(C)c2ccccc2)cc1[N+](=O)[O-] (configuration not stated)	-3	-2	8	-2.1	-2	1	3	9	2	-9	-9
COc1c2c(c(C)c3c1C(=O)OC3)O[C@@]1(C)CC[C@@]3(O)C(C)(C)OC(=O)CC[C@]3(C)[C@H]1C2	1	32	-4	1.9	-4	5	6	0	1	10	-7
CSc1nnc(-c2ccco2)c(-c2ccco2)n1	17	-26	1	-2.1	-1	10	27	0	1	13	-26
CCOC(=O)/C=c1\s/c(=C\c2ccc(C#N)cc2)c(=O)n1CC(=O)NCc1ccco1	20	-21	0	-1.5	-3	-17	-10	5	-2	-34	22
Cc1ccccc1N(Cc1nnc2n1CCCCC2)C(=O)Nc1ccccc1	7	-31	-13	3.4	-9	1	-2	7	3	1	-1
O=C(Nc1ccccc1F)c1ccc2ncsc2c1	-195	-123	-18	1.5	-24	-98	-64	-183	-1	9	-16
O=C(CC(c1ccccc1)c1ccccc1O)NCc1ccccc1Cl (configuration not stated)	21	-11	2	-0.1	8	-7	3	30	-1	-6	16
COc1ccc(C=C2CCc3ccccc3C2=O)cc1	-119	-55	87*	-2.7	nt	-26	nt	-195	nt	-52*	2
NC(=O)c1ccsc1NC(=O)COC(=O)CCc1ccccc1	-3	-26	18	3.2	7	5	nt	-2	nt	-1	20
COc1ccc(N=Nc2c(N)n[nH]c2N)cc1	-137	-36	7	-0.6	-8	-15	-38	-212	-11	-10	30
C=CCOC(=O)c1cc(-c2ccc(/C=C3\C(=O)NC(=O)C(C#N)=C3C)o2)ccc1Cl	-45	-148	-2	1.3	-4	-16	-12	-11	nt	3	17
CCOC(=O)/C=C/C(=O)OCC(=O)Nc1c(Cl)cccc1Cl	3	-4	-7	-1.3	-6	-53	1	15	0	6	-10
CN(C)CCN1CCN(C2CN(C3CCCCC3)S(=O)(=O)C2)CC1 (configuration not stated)	-13	3	-8	1.7	nt	-10	nt	12	nt	-5	-32
CCOc1ccccc1Nc1cc(C)nc2ccc(C)cc12	21	-3	22	-0.1	-10	39	13	15	0	-5	1
COc1ccccc1CNCc1ccc2c(c1)OCO2	-7	-25	-22	-1.1	7	-17	nt	9	nt	-6	14
CC(C(=O)Nc1cccnc1)c1ccc([N+](=O)[O-])cc1 (configuration not stated)	22	5	-5	-1.4	-14	-17	-12	18	2	6	-3
COc1ccccc1OCC(=O)Nc1ccc(C(=O)Nc2ccccc2C(=O)O)cc1	8	-35	-13	-1.5	1	-10	nt	3	nt	0	-3
COc1ccc2c(c1OC)C(=O)N1c3ccccc3C(=O)N(c3ccccc3)C21 (configuration not stated)	44	28	20	-0.5	0	21	-6	-10	-1	-4	68*
Cn1c(=O)c2[nH]c(C3CCCC3)nc2n(C)c1=O	-5	13	-3	-1.6	4	11	-2	7	2	32	0

The listing continues:
SMILES	Peg3 promoter	NR2E3 ag-1	C8 TRAIL sens	hiPSC survival	LMP1 NFkB inh	Shn3 3UTR inh	TRPM1 prom inh	HIF-2a block	NR2E3 ag-2	KKLEB tox	CF NFkB inh
Cc1ccc(-c2nc3c(Cl)cc(C(F)(F)F)cn3c2Cc2ccccc2)cc1	-57	10	25	1.9	nt	-31	nt	-63	nt	5	7
CC1(C)CC(=O)c2c(S(C)(=O)=O)sc(Br)c2C1	16	-39	-2	-0.2	9	-35	11	22	1	-23	19
O=C1C=C(c2cnc3ccccc3c2)C[C@@H](c2ccc3c(c2)OCO3)C1	-2	-29	9	13	6	0	-24	-16	-2	0	14
CC1(C)CC(=O)c2sc(NS(=O)(=O)c3ccc(Cl)cc3)nc2C1	17	-22	-6	-0.4	-3	-3	-12	0	1	10	4
CC#CC(=O)N1CCC(CO)(CCc2ccccc2)CC1	-40	-61	26	-0.3	-20	-78	-13	-79	5	-4	1
CC1(C)Cc2c(c(N3CCOCC3)nc3sc(C#N)c(N)c23)CS1	30	-22	15	2.5	-4	19	0	31	1	-4	9
COCCN(C(=O)CC1C(=O)NCCN1CC(c1ccccc1)c1ccccc1)C(C)C (configuration not stated)	14	0	2	-0.8	0	-4	5	23	-2	-1	10
CSCCOC(=O)COc1ccc(/C=N/NC(=O)c2c(Cl)cnn2C)cc1	-6	-6	7	1.3	-1	4	-9	23	-1	15	-23
COc1ccc(NC(=O)N2CCNC(=O)C2CC(=O)Nc2ccc(F)cc2)cc1 (configuration not stated)	-6	1	1	-0.4	-7	5	0	11	2	32	-21
O=C(CSc1nnc(NC(=O)C2CCC2)s1)Nc1ccccc1F	-6	-17	14	0.0	-5	-2	-6	4	3	-5	18

Whole records, looked up by structure. Screens in order: Peg3 promoter | NR2E3 ag-1 | C8 TRAIL sens | hiPSC survival | LMP1 NFkB inh | Shn3 3UTR inh | TRPM1 prom inh | HIF-2a block | NR2E3 ag-2 | KKLEB tox | CF NFkB inh
Profile of CCOC(=O)c1c(C)n(C)c2ccc(OCC(O)CNC(CC)CO)cc12 (configuration not stated) = 2 | -35 | 4 | -4.0 | 3 | 1 | 5 | 4 | 3 | -4 | 3
Profile of CCOC(=O)c1ccccc1NC(=O)COC(=O)C(Cc1c[nH]c2ccccc12)NC(C)=O (configuration not stated) = -3 | -11 | 8 | 0.7 | 4 | -24 | 5 | 10 | nt | -9 | 5

(listing goes on)
SMILES	Peg3 promoter	NR2E3 ag-1	C8 TRAIL sens	hiPSC survival	LMP1 NFkB inh	Shn3 3UTR inh	TRPM1 prom inh	HIF-2a block	NR2E3 ag-2	KKLEB tox	CF NFkB inh
Cc1oc2c(CN3CCCCC3)c(O)ccc2c(=O)c1-c1ccc(Br)cc1	1	-32	16	-0.7	-8	-3	1	15	3	-4	-3
O=C(Nc1ccc2c(c1)C(=O)N(c1ccccc1)C2=O)C1CCCO1 (configuration not stated)	8	-8	-11	-0.5	4	-6	-18	-2	1	-1	9
C=C1CCN(c2ccc(C(=O)NCCC)cc2[N+](=O)[O-])CC1	-60	-32	9	-2.4	-1	-44	-4	-81	-2	16	-10
O=C(CNCC1CCCO1)NCc1ccco1 (configuration not stated)	21	8	3	2.1	-9	-3	1	14	5	18	-20
O=C(CN1C(=O)C2C3C=CC(C3)C2C1=O)Nc1ccc(C(=O)O)cc1 (configuration not stated)	0	-8	-7	1.0	-2	-2	-3	-6	0	1	10

Screens: PubChem, several laboratories
